NadD block: inhibitors of Staphylococcus aureus NadD; AID 602399; 360,000 tested, 0.78% active; purified NadD enzyme, colorimetric absorbance read-out; inhibition, % at 20 µM; in the data active = inhibition above about 26%; note: some compounds past the cut are filed as inactive
Rpn11 block: Rpn11 (human) deubiquitinase inhibition | O00487 | human 26S proteasome, Ub4-pepOG fluorescence polarization; 20S core pre-blocked with epoxomicin | calls only at 20 µM | 360,000 tested, 0.59% active | AID 588493;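 active = inhibition at 20 µM, scaled to each plate's controls, above about 33%, limit read from the data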
Target sequence (O00487 whole entry, looked up): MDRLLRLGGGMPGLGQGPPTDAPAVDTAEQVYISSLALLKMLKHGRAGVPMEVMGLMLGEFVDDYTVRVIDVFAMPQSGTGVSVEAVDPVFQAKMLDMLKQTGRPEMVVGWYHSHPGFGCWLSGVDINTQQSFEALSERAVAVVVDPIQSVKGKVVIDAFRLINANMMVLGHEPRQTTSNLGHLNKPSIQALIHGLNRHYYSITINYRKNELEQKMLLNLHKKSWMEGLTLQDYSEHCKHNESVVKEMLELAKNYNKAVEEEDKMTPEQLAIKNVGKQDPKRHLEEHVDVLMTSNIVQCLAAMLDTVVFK
MT1-MMP act inh: MT1-MMP (human) activation inhibition; HT1080 RFP-PRO-GFP cells, GFP/RFP ratio fluorescence, overnight; percent of plate control window, DMSO zero; GFP/RFP ratio change, % at 20 µM; 360,000 tested, 0.061% active; AID 651647;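 active = GFP/RFP ratio change of at least 30% with cell ATP level not reduced by more than half and red fluorescence within 50% of control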; note: strong numbers were not always called active
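Assay system: RFP-PRO-GFP reporter HT1080 cells; read-out basis: GFP/RFP fluorescence ratio; benchmarks: DMSO wells and RFP-L50D-GFP cells; doses: 20 µM single dose, 1% DMSO; schedule: overnight cell settling, then overnight compound exposure, 37 °C, 5% CO2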
NRP1-CendR mod: NRP-1/CendR interaction modulation; FAM-RPARPAR peptide binding to NRP-1, fluorescence polarization; 360,000 tested, 0.85% active; O14786; inhibition, % at 25 µM;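 active = inhibition or corrected inhibition above about 18%, plus a signal ratio from 0.5 to 1.5, limit read from the data, passing the limit was not always enough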; note: strong numbers were not always called active
DNMT1 inh: DNMT1 (human) enzyme inhibition; P26358; DNMT1 molecular beacon, Hinp1I cleavage, fluorescence; inhibition (reported as % activation of signal), % at 10 µM; 360,000 tested, 0.83% active; AID 588458; in the data active = inhibition above about 50%
SUMO1-SIM PPI: modulators of human SUMO1-mediated protein-protein interactions | P63165 | SUMO1 binding to a labelled peptide, TR-FRET, 1 h | inhibition, % at 20 µM | 360,000 tested, 0.33% active; in the data active = inhibition above about 37%
SKN-1 inh: inhibitors of C. elegans SKN-1. C. elegans VP596 Pgst-4::GFP/RFP ratio, acrylamide-induced, 24 h. inhibition, % at 21.8 µM. 360,000 tested, 0.49% active;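 active = interference check ratio from 0.5 to 1.5 plus GFP to RFP signal ratio inhibition reaching or exceeding a fixed threshold, cut at about 30% in these data, passing the limit was not always enough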; note: some compounds called inactive have numbers as strong as hits
LMPTP block: LMPTP (human) inhibition | AID 651560 | recombinant LMPTP-A, OMFP fluorogenic substrate, fluorescence intensity | P24666 | 360,000 tested, 0.22% active | inhibition, % at 20 µM;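 active = compounds that cut the enzyme signal by at least half of the control window in the single-dose screen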;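 note: plate controls were DMSO wells with enzyme plus substrate for no effect and substrate without enzyme for full effect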
Target sequence (P24666 whole entry, looked up): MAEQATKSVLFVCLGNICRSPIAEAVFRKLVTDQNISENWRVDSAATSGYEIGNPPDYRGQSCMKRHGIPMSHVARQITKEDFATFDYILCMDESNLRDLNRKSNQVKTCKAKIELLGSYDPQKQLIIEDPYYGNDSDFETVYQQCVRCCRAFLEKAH
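Test system: LMPTP-A, protein tyrosine phosphatase of low molecular weight; Input: 0.625 nM enzyme; Incubation: 50 min dark incubation at room temperature; Signal: endpoint fluorescence intensity from OMFP dephosphorylation; Read-out basis: % inhibition versus control wells.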
STEP inh: blocks human striatal-enriched tyrosine phosphatase | P54829 | recombinant STEP, OMFP fluorogenic substrate, fluorescence | inhibition, % at 20 µM | 360,000 tested, 0.25% active | AID 588621;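 active = inhibition at 20 µM, scaled per plate between control wells, above about 37%, limit read from the data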;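 note: 0% = DMSO with enzyme and substrate and 100% = substrate only without enzyme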
Target sequence (P54829 whole entry, looked up): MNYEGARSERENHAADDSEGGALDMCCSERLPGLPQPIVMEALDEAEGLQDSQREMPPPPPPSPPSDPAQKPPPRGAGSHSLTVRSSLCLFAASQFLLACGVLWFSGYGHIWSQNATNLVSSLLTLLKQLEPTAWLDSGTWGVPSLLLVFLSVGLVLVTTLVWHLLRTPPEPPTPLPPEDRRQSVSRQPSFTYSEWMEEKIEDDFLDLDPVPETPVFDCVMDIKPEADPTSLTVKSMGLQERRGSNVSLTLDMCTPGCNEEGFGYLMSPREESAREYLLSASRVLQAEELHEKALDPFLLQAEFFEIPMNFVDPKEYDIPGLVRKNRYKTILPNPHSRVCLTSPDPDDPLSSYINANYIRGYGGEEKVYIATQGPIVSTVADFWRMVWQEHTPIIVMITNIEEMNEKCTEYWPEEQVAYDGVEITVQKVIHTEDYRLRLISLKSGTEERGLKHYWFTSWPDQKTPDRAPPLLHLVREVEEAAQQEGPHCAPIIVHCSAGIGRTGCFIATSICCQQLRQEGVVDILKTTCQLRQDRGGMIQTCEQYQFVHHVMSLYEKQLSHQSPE
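Measure: Control-normalized % inhibition with plate pattern correction | Test system: STEP phosphatase, cell-free reaction | Medium: pH 6.0 Bis-Tris with DTT and Tween 20 | Technique: Fluorescence, 480/540 nm | Times: Reaction 20 min, ambient temperature | Doses: Single compound dose of 20 µM, 1% DMSO final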
Scp1 inh: Scp-1 (human) phosphatase inhibition; Recombinant Scp1, phosphopeptide, malachite green phosphate absorbance; AID 493091; Q9GZU7; inhibition, % at 20 µM; 340,000 tested, 0.88% active;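 active = inhibition above about 50% at 20 µM, limit read from the data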;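 note: plate controls were DMSO wells with enzyme for no effect and wells lacking enzyme for full effect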
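System: truncated SCP-1 phosphatase (76-261aa); medium: Tris acetate buffer pH 5.5 with MgCl2 and Tween-20; incubation: 45 min room-temperature reaction, 5 min colour, 30 min stabiliser; compound: single 20 µM dose, 1% DMSO; reagent: Phosphorylated 17-residue peptide substrate; read-out: % inhibition at 20 µM; technique: colorimetric free-phosphate detection, absorbance 630 nm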
Active calls of the source: *; i = inactive; / = no result given; + = active, no number.

SMILES	NadD block	Rpn11 block	MT1-MMP act inh	NRP1-CendR mod	DNMT1 inh	SUMO1-SIM PPI	SKN-1 inh	LMPTP block	STEP inh	Scp1 inh
O=C(/C=C/c1ccc([N+](=O)[O-])cc1)OCC(=O)N1CCOCC1	0	i	-4	4	-2	-30	-15	0.9	1	11
CCOC(=O)CCCCC(=O)c1[nH]c(=O)[nH]c1CSc1nc2ccccc2[nH]1	-1	i	-4	2	0	-3	-8	-1.6	-4	-1
Cc1ccc(S(=O)(=O)N2[C@@H](c3ccc(Br)cc3)C(C(=O)O)=CC[C@H]2c2ccc3c(c2)OCO3)cc1	2	i	1	0	3	10	3	0.4	3	-14
Cc1ccc(NC(=O)N2CCC(c3ccccc3)C2)cc1C (stereo not given)	-3	i	-4	0	3	-3	-2	4.4	0	-7
CC(=O)Nc1ccc(S(=O)(=O)NCc2ccncc2)cc1	-4	i	6	-1	-3	2	1	-1.0	-4	4
Cc1csc(=O)n1CC(=O)Nc1ccc(C(C)C)cc1	4	i	-1	2	2	3	9	0.6	-1	1
Cc1c(C#N)c2ccccc2n1CC(=O)O	3	i	0	7	2	0	14	-1.2	-4	0
CCCn1nnc2ccccc2c1=O	-4	i	-3	-3	4	0	-11	-1.6	3	-4
CCOC(=O)c1cc(C#N)c(N)nc1C	-1	i	1	5	7	1	7	-1.2	6	-6
NNC(=O)CCn1c2ccccc2c2ccccc21	4	i	-2	12	0	2	2	-0.9	-2	-2
O=C1CC(c2ccsc2)Sc2ccccc2N1 (stereo not given)	-6	i	-1	1	-3	-1	7	-0.1	0	-7
N/C(=N\OC(=O)COc1cc(Cl)c(Cl)cc1Cl)c1ccccn1	-3	i	5	-9	-4	1	7	2.9	-1	-6
Brc1ccccc1-c1nnc2sc(Cc3ccccc3)nn12	4	i	0	12	-1	0	7	0.1	-3	-7
O=S(=O)(NNC(=S)Nc1ccc(S(=O)(=O)Nc2ncccn2)cc1)c1ccc(Br)cc1	3	i	-1	-2	0	-1	15	-1.4	2	-8
COc1cc(/C=C2/C(=O)N(c3ccc([N+](=O)[O-])cc3)N=C2N2CCOCC2)ccc1O	-2	i	5	-8	-19	-35	-4	4.9	-4	-14
C/C(=N\NC(=O)c1ccc(NS(=O)(=O)c2cccs2)cc1)c1ccc2c(c1)OCO2	3	i	3	-4	4	5	-4	1.0	4	24
CCOc1ccc(-c2noc(=O)[nH]2)cc1	1	i	-3	5	-3	-1	-6	0.0	5	-2
COc1ccc(NC(=O)c2c(-c3c(Cl)cccc3Cl)noc2C)c(OC)c1	-5	i	2	26*	-3	-1	-8	1.8	2	-10
CC(NC(=O)OCc1ccccc1)C(=O)NCC1CCCO1 (stereo not given)	-6	i	2	-13	0	-4	-12	-1.0	2	-11
COc1cc(OC)c(N2CC(C(=O)NCCC3=CCCCC3)CC2=O)cc1Cl (stereo not given)	4	i	-1	-5	16	6	18	0.7	-4	-5
O=C(NCC1(N2CCCCC2)CCCCC1)c1cccc(S(=O)(=O)Nc2ccc(F)cc2)c1	1	i	-2	3	3	0	1	0.0	1	1
CC(=O)c1ccc(C(=O)Nc2nnc(-c3ccc(Cl)cc3)o2)cc1	9	i	5	0	2	16	4	6.9	6	54*
COC(=O)C(C(=O)OC)C(CC(=O)c1ccc(C)cc1)c1cc(OC)c(OC)c(OC)c1 (stereo not given)	-5	i	-1	5	2	-2	25	-0.8	-2	-10
COC(=O)C(C)(C)ONC(=O)Nc1ccccc1	-1	i	0	-7	-2	2	3	-0.5	-5	2
Cc1ccc(S(=O)(=O)Nc2ncc(C(F)(F)F)cc2Cl)cc1	0	i	-2	1	1	3	0	-0.9	-2	-7
COc1cc2c(cc1OC)CN(CC(=O)Nc1ccc(C)c(S(=O)(=O)N3CCOCC3)c1)CC2	5	i	0	7	-9	7	30	1.5	2	-7
Nc1nc(SCc2nnc(SCC(=O)O)n2-c2ccccc2)nc2sc3c(c12)CCCC3	24	i	5	-10	-1	25	-12	-0.6	-1	19
COc1ccc(N2CCN(CC(=O)Nc3ccc(C)cc3Br)CC2)cc1	-7	i	-1	9	2	-3	1	0.0	1	-5
O=C(/C=C/c1cccc(F)c1)N1CCN(c2ccccn2)CC1	-5	i	3	-2	2	-14	5	-1.4	0	3
COc1ccccc1CNC(=O)c1cn(C)c(=O)c2cc(OC)c(OC)cc12	-7	i	2	-9	0	-2	19	-1.4	3	-3

Reformatted: entries from further up.
COc1cc2c(cc1OC)CN(CC(=O)Nc1ccc(C)c(S(=O)(=O)N3CCOCC3)c1)CC2
  NadD block = 5
  Rpn11 block = i
  MT1-MMP act inh = 0
  NRP1-CendR mod = 7
  DNMT1 inh = -9
  SUMO1-SIM PPI = 7
  SKN-1 inh = 30
  LMPTP block = 1.5
  STEP inh = 2
  Scp1 inh = -7
COc1ccc(NC(=O)c2c(-c3c(Cl)cccc3Cl)noc2C)c(OC)c1
  NadD block = -5
  Rpn11 block = i
  MT1-MMP act inh = 2
  NRP1-CendR mod = 26*
  DNMT1 inh = -3
  SUMO1-SIM PPI = -1
  SKN-1 inh = -8
  LMPTP block = 1.8
  STEP inh = 2
  Scp1 inh = -10
CC(NC(=O)OCc1ccccc1)C(=O)NCC1CCCO1 (stereo not given)
  NadD block = -6
  Rpn11 block = i
  MT1-MMP act inh = 2
  NRP1-CendR mod = -13
  DNMT1 inh = 0
  SUMO1-SIM PPI = -4
  SKN-1 inh = -12
  LMPTP block = -1.0
  STEP inh = 2
  Scp1 inh = -11

The list continues:
SMILES	NadD block	Rpn11 block	MT1-MMP act inh	NRP1-CendR mod	DNMT1 inh	SUMO1-SIM PPI	SKN-1 inh	LMPTP block	STEP inh	Scp1 inh
O=C(/C=C/c1ccccc1)OCc1cnc(Cl)s1	1	i	0	4	-2	4	6	-1.1	0	1
CCSc1nc2sc3c(c2c(=O)n1CC)CCC3	-5	i	2	4	15	8	-1	3.3	4	14
COc1cc(CN2CCN(C(=O)c3ccccc3F)CC2)cc(OC)c1OC	-3	i	-1	5	0	1	1	-1.8	4	0
CC(C)(C)c1ccc(NC(=O)c2cc(C3CCCN(C(=O)CCc4ccccc4)C3)on2)cc1 (stereo not given)	0	i	-2	15	-8	-2	16	4.2	2	/
CC(C)(C)OC1NS(=O)(=O)OCC1NCOC(Cl)(Cl)Cl (stereo not given)	6	i	0	26*	1	-3	11	-0.2	1	-1
O=C1CN(c2ccc(Cl)cc2)C(=O)CN1NC(=S)Nc1ccc(Cl)cc1	7	i	7	3	2	4	4	-0.5	-1	-9
CCOc1cc(C(=O)NCc2ccc(C)cc2)ccc1OCC(=O)N1CCOCC1	-5	i	-1	1	1	0	-1	1.1	1	-5
COc1ccc(C)cc1C(=O)CCC(=O)Nc1ccccc1N1CCOCC1	-2	i	0	0	1	-1	1	0.7	3	-8
CC(=O)c1nc2ccccc2n1S(=O)(=O)c1ccc(C)cc1	-5	i	-4	-12	0	2	-9	-0.9	-5	-4
COc1ccc(N(CC(=O)Nc2ccccc2C(=O)N2CCCC2)S(=O)(=O)c2ccccc2)cc1	-2	i	-6	-5	1	9	28	0.5	1	-2
CC(C)(C)NC(=O)CN(Cc1cccs1)C(=O)CN1C(=O)C(=O)c2ccccc21	1	i	-1	-5	-4	-11	1	-1.5	1	5
CN(C(=O)COC(=O)c1cc(=O)[nH]c2ccccc12)c1c(N)n(Cc2ccccc2)c(=O)[nH]c1=O	5	i	0	-9	1	-16	15	-1.1	0	-9
COc1ccc(C)cc1Nc1cc(C)nc2nc(C)nn12	-3	i	0	-2	0	5	-7	-1.4	2	-4
COc1cccc(OC)c1C(=O)Nc1sc2c(c1C(N)=O)CCCC2	-11	i	1	-7	-7	8	10	0.6	4	-7
CC1=C(C(=O)OCc2ccccc2)C(/C=C/c2ccccc2)NC(=S)N1 (stereo not given)	3	i	-7	-4	-1	3	16	0.5	0	-3

Limited to NadD block, SKN-1 inh and LMPTP block, for some of the entries so far:
SMILES | NadD block | SKN-1 inh | LMPTP block
CC(C)(C)NC(=O)CN(Cc1cccs1)C(=O)CN1C(=O)C(=O)c2ccccc21 | 1 | 1 | -1.5
CN(C(=O)COC(=O)c1cc(=O)[nH]c2ccccc12)c1c(N)n(Cc2ccccc2)c(=O)[nH]c1=O | 5 | 15 | -1.1

Next section
SMILES	NadD block	Rpn11 block	MT1-MMP act inh	NRP1-CendR mod	DNMT1 inh	SUMO1-SIM PPI	SKN-1 inh	LMPTP block	STEP inh	Scp1 inh
CCOC(=O)C1CCN(C(=O)c2cc3cc(Br)ccc3oc2=O)CC1	-3	i	1	2	3	3	-5	-0.6	-2	-4
O=C(c1ccc(Cl)cc1)c1cccc(O)c1	-6	i	2	3	4	-10	8	4.4	2	7
COc1ccc(CN(C(=S)Nc2ccccc2)C2CC(=O)N(c3ccc(Cl)cc3)C2=O)cc1 (stereo not given)	5	i	3	-4	-9	-3	16	1.4	-7	-12
N#Cc1cc2c(nc1SCC1COc3ccccc3O1)CCC2 (stereo not given)	-8	i	-5	20	-1	-2	8	1.0	1	-18
COc1cccc(C(=O)C[n+]2cccc3cc(OC)ccc32)c1	-10	/	-43	-20	2	-37	14	3.2	-50	-5
COc1ccc(NC(=O)NC(C)c2ccc3c(c2)OCO3)c(OC)c1 (stereo not given)	-2	i	-1	10	1	-1	-4	-0.7	0	-2
O=C(CN1CCN(C(=O)c2cccc(S(=O)(=O)N3CCCC3)c2)CC1)Nc1ccc(F)cc1	-1	i	1	13	3	3	5	-1.8	-2	-2
Cc1cc(OC(C)C(=O)NCCCn2ccnc2)c2c(C)cc(=O)oc2c1 (stereo not given)	-5	i	-1	-1	3	7	17	0.6	-1	-5
COc1ccccc1OCC(=O)NNC(=O)Nc1ccccc1	5	i	0	0	-1	1	-4	-2.9	-2	4
CC(=O)N1CC(C)Sc2ccc(S(=O)(=O)NC(C)c3ccccc3)cc21 (stereo not given)	-7	i	-5	0	-1	-2	-14	-1.3	-1	-1
CC(=O)N1CCc2cc(Br)cc(S(=O)(=O)N3CCN(c4ccccn4)CC3)c21	9	i	-2	10	-2	2	10	1.4	-2	-2
CC(=O)Nc1ccc(NC(=O)CSc2ccc([N+](=O)[O-])cn2)cc1	-2	i	4	-3	-2	-34	-8	-1.9	4	-10
CCCCOC(=O)c1ccc(NC(=S)NC(=O)c2ccco2)cc1	6	i	-1	3	0	3	4	1.6	1	-2
COc1cc(-c2nc3cc(C)ccn3c2NC2CCCCC2)ccc1-c1ccc(C(C)=O)cc1	25	+	-26	-25	-16	-3	9	8.8	-5	11
C/C(CC(=O)Nc1c(C)cc(C)cc1C)=N\NC(=O)Cc1ccccc1	-1	i	3	3	6	2	3	-0.2	-5	4
N#CC(C#N)=C1NC2(CCCCC2)Cc2ccccc21	-6	i	-7	-11	-3	0	0	-0.6	1	-11
COc1ccc(Cl)cc1NC(=O)COC(=O)c1ccc(C)o1	-2	i	-1	0	17	0	5	2.2	2	12
O=C(COc1ccccc1)Nc1cccc2c1CCCC2	-4	i	1	-7	2	0	10	1.4	6	1
